Screens as filed in PubChem.
PglD DTNB: PglD (C. jejuni) enzyme inhibition; purified PglD enzyme, DTNB colorimetric CoA detection; inhibition, % at 12.5 µM; 360,000 tested, 0.098% active; AID 602405; in the data active = inhibition above about 16%, passing the limit was not always enough; also: strong numbers were not always called active
Cneo AK release: Cryptococcus neoformans lysis via adenylate kinase release; C. neoformans lysis, adenylate kinase release luminescence, 4 h; normalised: neutral wells 0, clomiphene wells 100; lysis activity, % at 15 µM; 360,000 tested, 0.2% active; AID 651654;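 active = mean lysis activity across replicates of at least 80%, whatever share of replicates individually reach that level; inactive = mean lysis activity below 80%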
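Material: C. neoformans cells | Amount: Yeast cell density of 5 × 10^6 cells/mL | Medium: Fresh YPD growth medium | Dosing: Single dose | Times: Static 4 h at 37 °C with compound, 1 h detection | Detection: AK luminescence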
PAX8 inh HTS: lowers PAX8-driven luciferase in RMG-I cells. RMG-I TPO-luciferase reporter, SteadyGlo, 24 h. inhibition, % at 12.6 µM. 360,000 tested, 1.2% active. AID 652154;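 active = mean replicate inhibition at least 60% with every replicate also reaching 60%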;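 also: luciferase light reporting Pax8 driven TPO promoter activity; plate controls were median of neutral control wells for no effect and mitoxantrone controls for full effect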
LGR2 inh: Drosophila LGR2 receptor signaling inhibition | inhibition, % at 9.99 µM | 380,000 tested, 0.35% active | HEK293 LGR2, CRE-luciferase, bursicon-stimulated, 4 h;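 active = drop in luminescence signal, shown as inhibition above about 50% in the replicate tests, limit read from the data, passing the limit was not always enough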;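 also: agonist challenge used bursicon conditioned medium at about half maximal strength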
C2C12 statin: suppressors of simvastatin-induced myotoxicity in C2C12 myotubes | AID 602340 | 330,000 tested, 0.78% active | rescue of ATP level, % at 7.49 µM | ATP luminescence, 48 h; scaled: DMSO 0, geranylgeraniol control 100;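 active = mean ATP rescue above about 67%, or every replicate alone reaching that limit, limit read from the data, passing the limit was not always enough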;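 also: myotubes were challenged with 10 µM simvastatin during compound exposure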
PGC1a acetyl inh: modulators of PGC1a acetylation. U2OS PGC1a acetylation, AlphaScreen anti-acetyl-lysine; with virally co-expressed GCN5 acetyltransferase. 350,000 tested, 0.17% active. inhibition, % at 15.6 µM;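 active = every replicate shows inhibition of at least 40%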;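 also: 0% = neutral control wells and 100% = positive control wells; some results beyond the cut were filed as inactive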
ARNT TACC3 PPI: ARNT/TACC3 interaction disruption. Q9Y6A5. AlphaScreen His-ARNT PAS-B/GST-TACC3 binding, luminescence; TACC3 fragment carries E629A point mutation. inhibition, % at 9.99 µM. 390,000 tested, 0.66% active. AID 623870;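 active = mean inhibition of replicates at least 50% and at least half of replicates each reaching 50%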;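 also: 0% = complete ARNT plus TACC3 wells and 100% = ARNT alone without TACC3; many hits fall short of the cut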
GSIS activator: primary screen for activators of insulin secretion dependent on glucose, INS-1E cells, GLuc reporter luminescence; INS-1E GLuc reporter insulin secretion, 2-3 h; activation, % at 16.6 µM; 370,000 tested, 0.61% active; AID 743287;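 active = lowest replicate activation of at least 40%, so every replicate reaches that level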;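 also: 0% = median of neutral control wells and 100% = median of IBMX positive control wells; some compounds called inactive have numbers as strong as hits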
An asterisk follows results filed as active; / = not tested or not shown.

entry	canonical_smiles	ARNT TACC3 PPI	PAX8 inh HTS	PglD DTNB	GSIS activator
1	CN1[C@@H]2c3ccc(-c4ccncc4)c(=O)n3C[C@H]1[C@H](CO)[C@H]2C(=O)NCCc1ccccc1	-5	-11	-2	4
2	CC(C)C#Cc1ccc([C@@H]2[C@@H](C#N)N(C(=O)C3CCC3)[C@@H]2CO)cc1	3	-10	3	1
3	COc1ccc(C2SCC(=O)N2C)cc1 (configuration not stated)	4	/	0	/
4	C[C@@H]1CN([C@H](C)CO)C(=O)c2cccc(N(C)C)c2O[C@@H]1CN(C)C(=O)Nc1ccccc1	4	-10	3	20
5	Cc1cc(=O)[nH]c(SCCOc2ccc3c(c2)CCC3)n1	8	/	-6	-4
6	N#CCC(=O)N/N=C\c1cccc(OC/C=C/c2ccccc2)c1	4	-16	4	4
7	Cc1ccc(NC(=O)CN2C(=O)S/C(=C\C(=O)Nc3ccc(Cl)cc3)C2=O)cc1	-3	-1	/	-5
8	CC1CC(C)CN(C(=O)COC(=O)CNC(=O)C23CC4CC(CC(C4)C2)C3)C1 (configuration not stated)	1	12	1	-5
9	COCCn1c(N)c(N(Cc2ccccc2)C(=O)COc2ccccc2F)c(=O)[nH]c1=O	/	-6	3	10
10	COc1ccc(NC(C)=O)cc1NC(=O)CN1CCN(CC(=O)Nc2ccc(Cl)cc2)CC1	-6	/	-1	-9

entry	PGC1a acetyl inh	C2C12 statin	Cneo AK release	LGR2 inh
1	/	-25	-1	-17
2	9	-8	-6	13
3	4	1	0	/
4	3	16	0	17
5	9	-2	4	-3
6	13	0	-7	-80
7	/	/	/	12
8	/	15	-4	9
9	-2	-3	0	5
10	-13	14	1	-1

Next entries.
entry	canonical_smiles	ARNT TACC3 PPI	PAX8 inh HTS	PglD DTNB	GSIS activator
11	C[C@H]1CN([C@@H](C)CO)C(=O)c2cc(NC(=O)Nc3ccccc3)ccc2O[C@H]1CN(C)S(=O)(=O)c1ccc(Cl)cc1	-1	15	2	-22
12	C[C@H](CO)N1C[C@H](C)[C@H](CN(C)C(=O)Nc2cccc(F)c2)OCc2ccccc2-c2c(n(C)c3ccccc23)C1=O	-4	/	-1	-33
13	CCOC(=O)c1cccc(NC(=O)CN2C(=O)C3C4C=CC(C4)C3C2=O)c1 (configuration not stated)	24	-12	-2	/
14	CCN1CCN(c2nc(SC)nc3sc4c(c23)CC(C)(C)OC4)CC1	-4	/	-2	/
15	O=C(Nc1cnn(C23CC4CC(CC(C4)C2)C3)c1)c1cnn2c(C(F)(F)F)cc(-c3ccco3)nc12	-5	/	-5	18
16	COc1ccc(C2C(C(=O)Nc3ccc4c(c3)OCCO4)c3ccccc3C(=O)N2C)cc1 (configuration not stated)	4	11	-6	/
17	Cc1nnc(NC(=O)CSc2nc3c(c(=O)n2C)SC(C)C3)s1 (configuration not stated)	-2	-4	0	15
18	CC(C)C#Cc1cnc2c(c1)C(=O)N([C@H](C)CO)C[C@@H](C)[C@@H](CN(C)C(=O)c1ccc3c(c1)OCO3)O2	4	/	-2	-6
19	N#C[C@H]1[C@@H](c2ccc(C#CCC3CCCC3)cc2)[C@H](CO)N1C(=O)CN1CCOCC1	3	-24	0	-2
20	O=C(c1cc(Sc2cccc(Cl)c2)nc2ccccc12)N1CCN(c2ccccn2)CC1	-9	30	0	-23

entry	PGC1a acetyl inh	C2C12 statin	Cneo AK release	LGR2 inh
11	0	-40	-1	26
12	3	2	-2	-10
13	-9	-8	-3	/
14	-1	-3	0	/
15	-2	-53	0	79*
16	3	-9	0	/
17	/	-1	4	-3
18	4	-1	3	-5
19	-2	-47	7	-1
20	-14	14	1	29

Further entries
entry	canonical_smiles	ARNT TACC3 PPI	PAX8 inh HTS	PglD DTNB	GSIS activator
21	CCC(=O)N1[C@H](CN(C)C(C)=O)[C@H](c2ccc(-c3ccc(F)cc3)cc2)[C@@H]1CO	11	-5	-1	-1
22	O=C(NCC1CCCCC1)c1cc(S(=O)(=O)N2CCOCC2)ccc1F	-8	4	1	7
23	CCc1nnc(NS(=O)(=O)c2ccc(NC(=S)NC(=O)c3ccc(Br)cc3)cc2)s1	-3	4	/	-6
24	Cc1cc(C)c2c(n1)sc1c(=O)n(-c3ccccc3)c(=O)[nH]c12	25	/	1	20
25	COCCCNC(=O)CCc1c(C)nc2c(c(C)nn2-c2ccccc2)c1C	4	15	-2	2
26	CC(C)CC#Cc1cnc2c(c1)C(=O)N([C@@H](C)CO)C[C@@H](C)[C@H](CN(C)C(=O)C1CCOCC1)O2	-2	/	1	2
27	Cc1cc(C(=O)Nc2c(C)nn(Cc3ccc(Cl)cc3)c2C)no1	-5	18	/	7
28	CCn1c(=O)c([N+](=O)[O-])c(NCC2CCCO2)c2ccccc21 (configuration not stated)	-27	18	-2	13
29	C[C@@H]1CN([C@@H](C)CO)C(=O)c2cc(-c3ccc(F)cc3)cnc2O[C@@H]1CN(C)Cc1ccc(C(=O)O)cc1	2	/	1	2
30	CN1c2ccc(-c3ccccc3)cc2[C@H]2[C@H](CCN2C(=O)CC2CC2)[C@H]1CO	9	-25	3	-11

entry	PGC1a acetyl inh	C2C12 statin	Cneo AK release	LGR2 inh
21	-4	10	-2	16
22	1	4	3	7
23	/	/	/	-2
24	0	0	-2	9
25	-3	-10	2	6
26	11	9	3	-6
27	-1	/	/	15
28	9	9	-2	-11
29	-1	1	0	3
30	11	39	5	12

The list continues:
entry	canonical_smiles	ARNT TACC3 PPI	PAX8 inh HTS	PglD DTNB	GSIS activator
31	COC(=O)C1=C(N)OC2=C(C(=O)CC(C)(C)C2)C1c1ccccc1OC (configuration not stated)	-5	12	-2	-9
32	Cc1ccc(NC(=O)c2nc[nH]c2C(=O)N[C@@H](CCCCNC(=O)OC(C)(C)C)C(=O)OC(C)(C)C)cc1	-17	64*	1	/
33	Cc1ccc(C2CC(=O)Oc3cc(O)ccc32)cc1 (configuration not stated)	-2	11	-5	11
34	CCOc1ccc(-n2c(=O)[nH]c3sc4c(c3c2=O)CCCC4)cc1	-3	13	/	-12
35	CCOc1ccccc1CNC(=O)C1CCC(=O)N1C(C)C (configuration not stated)	-2	/	5	-1
36	COCCN(C(=S)Nc1cc(C)cc(C)c1)C(C)c1cccnc1 (configuration not stated)	1	-14	3	19
37	Cc1ccc(C(=O)NC(=S)N(C)C2CCCCC2)cc1	-71	-103	2	5
38	CN1C(=O)c2cc(NC(=O)c3ccccc3)ccc2OC[C@@H]2O[C@H](CC(=O)NC3CCCC3)CC[C@@H]21	-2	-25	-2	-4
39	CCOC(=O)c1cc(S(=O)(=O)N2CCc3ccccc32)cn1C	6	15	-1	21
40	CC(C)c1cn(CC[C@H]2CC[C@@H](NC(=O)C3CCCCC3)[C@H](CO)O2)nn1	-8	/	-1	-6

entry	PGC1a acetyl inh	C2C12 statin	Cneo AK release	LGR2 inh
31	2	0	-2	-6
32	-9	-2	0	27
33	-9	-6	1	9
34	0	-7	/	4
35	-35	0	-3	-4
36	/	3	0	22
37	/	/	6	-31
38	-5	22	-3	-2
39	2	7	3	12
40	12	-4	-6	-5

Remaining list, next part
entry	canonical_smiles	ARNT TACC3 PPI	PAX8 inh HTS	PglD DTNB	GSIS activator
41	O=C(NCC1CC1)c1onc(CSc2ccc(F)c(F)c2)c1C(=O)NCC1CC1	-4	-6	1	-13
42	CCCn1c(SCC(=O)Nc2cccc(C(=O)OC)c2)nnc1-c1cccnc1	4	/	6	18
43	Cc1cc(C(=O)Nc2ccc(F)cc2C)cs1	-1	-62	8	-1
44	Cc1cccc2sc(NC(=O)c3ccc(OCC4CCCO4)cc3)nc12 (configuration not stated)	-4	-58	5	-8
45	CC1CCCCN1C(=O)/C=C/c1ccccc1[N+](=O)[O-] (configuration not stated)	-4	-15	/	-18
46	C=CCNC(=O)COC(=O)/C=C/c1cccs1	-16	0	1	6
47	Cc1ccc(S(=O)(=O)c2nc(/C=C/c3ccccc3)oc2N2CCC(C(N)=O)CC2)cc1	/	-2	4	3
48	CCN(CC)N=Nc1cccc(NC(C)=O)c1	4	9	/	-10
49	CCCNC(=O)N1C[C@H](C)[C@H](OC)CN(C)C(=O)c2ccc(NS(=O)(=O)CC(F)(F)F)cc2OC[C@H]1C	/	/	/	13
50	CCCCCOc1ccc(C(=O)CCC(=O)Nc2ccc(NC(C)=O)cc2)cc1	-3	-2	-2	2

entry	PGC1a acetyl inh	C2C12 statin	Cneo AK release	LGR2 inh
41	/	-6	-3	7
42	-2	/	-2	6
43	/	/	3	-12
44	20	-10	31	-44
45	/	/	/	0
46	2	-2	-2	7
47	9	13	3	9
48	-1	2	/	-15
49	4	-10	/	2
50	4	10	-3	-8

Later entries.
entry	canonical_smiles	ARNT TACC3 PPI	PAX8 inh HTS	PglD DTNB	GSIS activator
51	COc1ccc(C(=O)O/N=C/c2ccc(S(=O)c3ccc(Cl)cc3)nc2)cc1 (configuration not stated)	-5	/	2	/
52	COc1cccc(-n2nnnc2SCC(=O)Nc2ccc(C(C)=O)cc2)c1	-2	/	-1	16
53	CCCNC(=O)c1ccccc1NC(=O)c1ccc2c(=O)n3c(nc2c1)CCC3	-5	0	/	13
54	CN(C)C(=O)N1CCN(C(=O)c2ccco2)CC1	-2	4	-1	-1
55	CCOc1ccc(NC(=O)c2ccco2)cc1	2	/	-1	5
56	COc1cccc(-c2nn(-c3ccccc3)cc2C(=O)NCC(=O)O)c1	-2	/	7	/
57	Cc1ccc(/C=N/n2c(-c3ccco3)n[nH]c2=S)s1	-1	10	2	/
58	CC(=O)NC(c1ccccc1)c1cccnc1 (configuration not stated)	-18	-9	3	/
59	COC(=O)c1ccccc1NC(=O)C(C)NS(=O)(=O)c1ccc(OC)cc1 (configuration not stated)	0	/	-15	-9

entry	PGC1a acetyl inh	C2C12 statin	Cneo AK release	LGR2 inh
51	-19	4	5	/
52	15	-21	-1	/
53	/	/	/	12
54	/	-5	-2	-2
55	9	3	-11	9
56	7	5	-1	/
57	/	/	-2	/
58	/	0	-1	/
59	-6	1	-3	6

Gathered by group, the compounds so far containing an aryl methoxy group (8)
entry	canonical_smiles	ARNT TACC3 PPI	PAX8 inh HTS	PglD DTNB	GSIS activator
3	COc1ccc(C2SCC(=O)N2C)cc1 (configuration not stated)	4	/	0	/
10	COc1ccc(NC(C)=O)cc1NC(=O)CN1CCN(CC(=O)Nc2ccc(Cl)cc2)CC1	-6	/	-1	-9
16	COc1ccc(C2C(C(=O)Nc3ccc4c(c3)OCCO4)c3ccccc3C(=O)N2C)cc1 (configuration not stated)	4	11	-6	/
31	COC(=O)C1=C(N)OC2=C(C(=O)CC(C)(C)C2)C1c1ccccc1OC (configuration not stated)	-5	12	-2	-9
51	COc1ccc(C(=O)O/N=C/c2ccc(S(=O)c3ccc(Cl)cc3)nc2)cc1 (configuration not stated)	-5	/	2	/
52	COc1cccc(-n2nnnc2SCC(=O)Nc2ccc(C(C)=O)cc2)c1	-2	/	-1	16
56	COc1cccc(-c2nn(-c3ccccc3)cc2C(=O)NCC(=O)O)c1	-2	/	7	/
59	COC(=O)c1ccccc1NC(=O)C(C)NS(=O)(=O)c1ccc(OC)cc1 (configuration not stated)	0	/	-15	-9

entry	PGC1a acetyl inh	C2C12 statin	Cneo AK release	LGR2 inh
3	4	1	0	/
10	-13	14	1	-1
16	3	-9	0	/
31	2	0	-2	-6
51	-19	4	5	/
52	15	-21	-1	/
56	7	5	-1	/
59	-6	1	-3	6
